# GPR55 LPI antagonism: inhibition of LPI-stimulated GPR55 beta-arrestin translocation – imaging, U2OS, beta-arrestin-GFP, LPI agonist, primary screen (AID 2013) | U2OS GPR55 beta-arrestin-GFP translocation imaging, LPI antagonism; higher % means a stronger effect | inhibition, % at 10 µM; hits with a dose series show IC50 in µM | 290,000 tested, 0.13% active;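 active means spots per cell inhibited over 60%, with over 100 cells counted and total cytoplasm intensity under 500,000; inconclusive means wells with under 100 cells, flagged as likely toxic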;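 further: U2OS cells stably carrying GPR55 and arrestin-GFP stimulated by 5 µM LPI near EC80; imaged beta-arrestin-GFP aggregate spots per cell after agonist stimulation; plate controls were LPI-stimulated DMSO wells for no effect and DMSO wells without LPI for full effect; some results filed as inactive read as strong as hits; confirmed hits need IC50 under 10 µM and bright autofluorescent wells are also inconclusive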
# MgcRacGAP inhibition: MgcRacGAP GTPase-activating activity inhibitors, confirmation, biochemical, ADP Hunter fluorescence | MgcRacGAP-stimulated Rac1 GTP hydrolysis, ADP Hunter fluorescence; higher % means a stronger effect; GST-tagged Rac1 F28L mutant substrate | inhibition, % at 30 µM, or IC50 in µM where a hit was titrated | 340,000 tested, 0.6% active | AID 624330;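 active means first-screen hits whose inhibition reached a set limit at any dose in the follow-up dose series; inconclusive means inhibition above the set first-screen limit but never retested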;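 further: fluorescence reports GDP produced by GAP-driven GTP hydrolysis; strong numbers were not always called active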
# PhoP inhibition: inhibitors of PhoP regulon expression, primary screen, Salmonella Typhimurium, GFP reporter (AID 1863) | S. Typhimurium PhoP-regulated promoter GFP reporter, 4 h; higher % means a stronger effect | one-dose inhibition, % at 50 µM; IC50 in µM for titrated hits | 300,000 tested, 0.16% active;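 active means inhibition over 29.93%, a cutoff 3 SD above the screen mean, later confirmed by dose response; inconclusive means inhibition over 29.93% but no dose response follow-up; inactive means inhibition at most 29.93% or unconfirmed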;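 further: 0% = low Mg2+ inducing control and 100% = high Mg2+ repressing control; strong numbers were not always called active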
# HIV fusion peptide: inhibitors of HIV fusion peptide binding, primary screen, biochemical, uHTS, fluorescence dequenching (AID 1986). cell-free peptide binding, fluorescence dequenching, 30 min; higher % means a stronger effect. 290,000 tested, 0.3% active. one-dose inhibition, % at 20 µM; IC50 in µM for titrated hits; in the data active means inhibition mostly above about 52%, no sharp cut-off; inactive means mostly below about 76%; further: some results filed as inactive read as strong as hits
# Myeloid diff 2: myeloid differentiation induction | ER-HoxA9 myeloid progenitors, lysozyme-GFP differentiation, flow cytometry | calls only at 10 µM | 360,000 tested, 1% active | AID 624256;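 active means normalized GFP-positive differentiation at or above the plate's own cutoff, the solvent-only control mean plus 3 SD; inconclusive means no clear call, values can overlap the other calls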;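 further: cells exposed to compound for four days before flow analysis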
# NTR1 agonist: NTR1-driven beta-arrestin-GFP spot formation – imaging, U2OS cells, high content, primary screen (AID 493036); 330,000 tested, 0.17% active; P30989; agonist mode; activation, % at 20 µM;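 active means activation at or above 40% of the spot to cytoplasm intensity ratio, with at least 20 cells analyzed; inconclusive means wells under 20 cells, flagged as cytotoxic or low count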;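 further: 0% = DMSO without peptide and 100% = 100 nM NTR1 peptide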
# Target sequence (P30989 whole entry, looked up): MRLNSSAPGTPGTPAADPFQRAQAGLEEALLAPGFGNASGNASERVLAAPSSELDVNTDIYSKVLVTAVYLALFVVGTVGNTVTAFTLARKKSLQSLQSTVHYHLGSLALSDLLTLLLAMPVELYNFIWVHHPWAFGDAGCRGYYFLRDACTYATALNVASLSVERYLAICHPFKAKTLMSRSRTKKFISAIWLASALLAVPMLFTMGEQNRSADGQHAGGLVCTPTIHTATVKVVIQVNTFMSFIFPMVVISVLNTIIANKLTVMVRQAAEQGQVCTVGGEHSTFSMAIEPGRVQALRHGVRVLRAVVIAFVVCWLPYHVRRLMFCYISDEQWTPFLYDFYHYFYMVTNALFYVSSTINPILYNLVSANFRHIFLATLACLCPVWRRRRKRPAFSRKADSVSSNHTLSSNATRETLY
# LYP inhibition: PTPN22 lymphoid phosphatase activity blockers – biochemical, fluorescence intensity, uHTS (AID 1779); inhibition, % at 11.5 µM, or IC50 in µM where a hit was titrated; recombinant LYP phosphatase, fluorescence intensity; higher % means a stronger effect; 290,000 tested, 0.054% active; in the data active means inhibition above about 50%;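 further: plate controls were vehicle with enzyme for no effect and no enzyme for full effect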
# GPR35 antagonists: inhibition of zaprinast-stimulated GPR35 beta-arrestin translocation – imaging, U2OS, beta-arrestin-GFP, zaprinast agonist, primary screen (AID 2058); 290,000 tested, 0.052% active; U2OS GPR35 beta-arrestin-GFP translocation imaging, zaprinast antagonism; higher % means a stronger effect; inhibition, % at 10 µM; hits with a dose series show IC50 in µM;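 active means inhibition of at least 50% with at least 30 cells and total cytoplasm GFP at most 10,000,000; inconclusive means under 30 cells or total GFP of 10,000,000 plus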
# SIAH1 antagonists: blockers of Siah-1 interaction with plectin peptide – biochemical, fluorescence polarization, rhodamine-plectin, uHTS, primary screen (AID 1817); Siah-1 / rhodamine-plectin peptide fluorescence polarization; higher % means a stronger effect; displacement, % at 20 µM; hits with a dose series show IC50 in µM; 290,000 tested, 0.02% active;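 active means displacement of at least 50% at 20 µM, with a fluorescence ratio check between 0.3 and a set limit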;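 further: plate controls were Siah plus tracer with DMSO for no effect and tracer alone without Siah for full effect; strong numbers were not always called active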
# NTR1 agonist cell count 20 µM: second read-out of NTR1 agonist, no call of its own (marks repeat the call); cell count; measured here: cell count, cytotoxicity flag
# Myeloid diff 2 GFP+ MAC1+ %: recorded beside Myeloid diff 2, whose call it bears; GFP+ MAC1+ double positive, %; measured here: differentiation confirmed by MAC1 staining
# * hit, by the source's call; i = inactive; ? = inconclusive; nt = no result given; + = active, no number. No enrichment for hits; overall some 2.4% were active at least once.
mol,GPR35 antagonists,HIV fusion peptide,LYP inhibition,NTR1 agonist cell count 20 µM,GPR55 LPI antagonism,Myeloid diff 2,PhoP inhibition,SIAH1 antagonists,NTR1 agonist,MgcRacGAP inhibition,Myeloid diff 2 GFP+ MAC1+ %
O=C(Nc1ccc2c(c1)OCO2)N1CCN(C(=O)C2CCCO2)CC1 (centres undefined),-6%,-0.7%,-5%,82,-7%,i,-13%,3%,0.1,8%,0.8
Cc1ccc(C(=O)NCc2ccncc2)cc1S(=O)(=O)N1CCCCC1,8%,-0.5%,-5%,50,3%,i,-5%,3%,1.3,4%,1.4
Cc1cc(NC(=O)c2cc(-c3cccc(Cl)c3)on2)no1,1%,-2.8%,-6%,61,10%,i,-7%,3%,1.0,6%,6.6
NC(=O)c1c(NC(=S)Nc2ccc(F)cc2)sc2c1CCCC2,-6%,-2.2%,-2%,88,6%,i,-7%,-2%,5.2,11%,1.0
COc1ccc(NC(=O)C(NC(=O)c2ccccc2)C(C)C)cc1 (centres undefined),-10%,-3.2%,-5%,90,-4%,i,-10%,-7%,-1.7,0%,0.9
CCOC(CCn1c(SCC(=O)NC2CCCC2)nc2ccccc2c1=O)OCC,-3%,0.3%,-7%,61,11%,i,-3%,11%,-0.3,0%,1.0
CCCNS(=O)(=O)c1ccc(CCC(=O)N2CCC(C)CC2)cc1,-6%,-2.4%,-11%,75,2%,i,-19%,-4%,0.2,2%,0.2
CCCc1c(C)c2c(C)[nH]nc2oc1=O,18%,0.4%,-10%,39,-15%,i,7%,-2%,-0.5,11%,1.0
CN(C)N1C(=O)CC(N2CCCCC2)C1=O (centres undefined),1%,0.0%,-12%,37,1%,i,-4%,2%,0.3,6%,0.2
O=C(Nc1nnc(COc2ccc(F)cc2)s1)Nc1ccccc1F,5%,0.5%,-6%,38,-7%,i,-1%,-6%,0.8,nt,0.2
O=Cc1ccccc1-n1cccn1,-8%,0.8%,-7%,50,5%,i,4%,8%,3.1,1%,0.5
COC(=O)/C(=C\c1ccc2c(c1)c1ccccc1n2C)NC(=O)c1ccccc1,-3%,-0.4%,6%,60,4%,i,24%,6%,5.4,3%,1.9
CC(=O)OC1CC2(C)/C(=N\O)CCC2C2CCc3cc(O)ccc3C12 (centres undefined),-5%,0.1%,-4%,87,-2%,i,6%,1%,2.6,9%,0.9
CCN(C(=O)COC(=O)c1cc2ccccc2cc1O)C1CCS(=O)(=O)C1 (centres undefined),6%,0.4%,1%,47,-12%,i,-8%,1%,2.8,9%,0.7
Cc1ccccc1NC(C)C(=O)N/N=C/c1c[nH]c2ccccc12 (centres undefined),0%,0.7%,6%,88,17%,i,-2%,4%,2.1,10%,0.6
COc1cc(CC(=O)OCC(=O)Nc2ccc(N3CCOCC3)cc2)cc(OC)c1OC,-6%,0.7%,0%,56,-8%,i,1%,4%,-1.4,-1%,0.2
O=C(Nc1cccc(C(F)(F)F)c1)c1cccnc1NCCO,2%,-0.7%,-9%,54,9%,i,6%,2%,1.5,9%,0.4
CC(OC(=O)c1cc(O)c2ccccc2c1O)C(=O)Nc1ccc(C(N)=O)cc1 (centres undefined),nt,nt,nt,65,nt,+,0%,nt,0.3,-1%,3.4*
N#Cc1ccccc1Cn1cc(/C=C/[N+](=O)[O-])c2ccccc21,11%,-2.4%,0%,62,21%,i,11%,-1%,28,7%,0.6
CC(=O)Nc1ccc(NC(=O)COC(=O)c2ccccc2SCC(=O)N2CCCC2)cc1,nt,nt,nt,55,nt,i,-2%,nt,1.3,2%,0.2
CC(NC(=O)Nc1ccc([N+](=O)[O-])cc1)C(c1ccccc1)N1CCOCC1 (centres undefined),18%,-1.4%,-6%,41,11%,i,-10%,-3%,0.4,nt,0.1
Cc1ccc2nc(SCC(=O)NCc3ccccc3Cl)nc(=O)n2c1,nt,nt,nt,57,nt,i,0%,nt,1.0,3%,0.9
O=[N+]([O-])c1ccc(O)c(/C=N/Nc2nc3ccccc3[nH]2)c1,14%,14%,-5%,40,6%,nt,?,-8%,-0.1,25%,nt
Cc1csc(Nc2nc(N)c(C(=O)Nc3ccccc3)o2)n1,12%,-1.1%,-1%,80,-3%,i,-2%,-2%,0.4,6%,1.5
CC(=NCc1ccco1)c1c(O)n(C2CCCCC2)c(=O)[nH]c1=O,9%,1.8%,9%,83,-22%,i,-4%,2%,7.2,8%,0.3
Cc1nc2ccccc2c(=O)n1NC(=O)/C=C/c1ccccc1Cl,-1%,-0.5%,-12%,93,-4%,i,-19%,-3%,0.0,-2%,0.1
CCOC(=O)c1c(NC(=O)COc2ccccc2F)sc2c1CC(C)(C)NC2(C)C,nt,nt,nt,64,nt,i,5%,nt,17,5%,2.2
FC(F)(F)c1ccc(-n2cnc3ccccc32)nc1,0%,0.9%,-6%,68,0%,i,1%,1%,2.1,2%,0.5
O=C(CC(c1ccco1)S(=O)(=O)c1ccccc1)c1ccccc1 (centres undefined),-4%,-0.5%,0%,47,4%,i,6%,0%,4.1,0%,1.2
Cc1onc(C(=O)NN)c1-c1csc(COc2ccc(Cl)cc2)n1,20%,-1.4%,-1%,45,-16%,i,-6%,2%,3.8,13%,0.4

# Brought forward from above: five entries, then new ones.
mol,GPR35 antagonists,HIV fusion peptide,LYP inhibition,NTR1 agonist cell count 20 µM,GPR55 LPI antagonism,Myeloid diff 2,PhoP inhibition,SIAH1 antagonists,NTR1 agonist,MgcRacGAP inhibition,Myeloid diff 2 GFP+ MAC1+ %
Cc1nc2ccccc2c(=O)n1NC(=O)/C=C/c1ccccc1Cl,-1%,-0.5%,-12%,93,-4%,i,-19%,-3%,0.0,-2%,0.1
CCOC(=O)c1c(NC(=O)COc2ccccc2F)sc2c1CC(C)(C)NC2(C)C,nt,nt,nt,64,nt,i,5%,nt,17,5%,2.2
FC(F)(F)c1ccc(-n2cnc3ccccc32)nc1,0%,0.9%,-6%,68,0%,i,1%,1%,2.1,2%,0.5
O=C(CC(c1ccco1)S(=O)(=O)c1ccccc1)c1ccccc1 (centres undefined),-4%,-0.5%,0%,47,4%,i,6%,0%,4.1,0%,1.2
Cc1onc(C(=O)NN)c1-c1csc(COc2ccc(Cl)cc2)n1,20%,-1.4%,-1%,45,-16%,i,-6%,2%,3.8,13%,0.4
Cc1ccc2c(c1)c(C)c(C)n2CC(O)CN1CCOCC1 (centres undefined),0%,0.5%,-6%,75,6%,i,2%,16%,3.3,-7%,0.7
C=CCn1c(COc2ccccc2F)nnc1SCC(=O)Nc1cc(C)on1,-13%,-1.5%,-11%,75,5%,i,-2%,-5%,-0.3,11%,0.3
Cc1nc(C)c(C(=O)Nc2ccc(C)c(F)c2)o1,-7%,2.7%,-6%,65,-1%,i,-5%,-3%,-0.4,3%,0.7
O=C(COC(=O)c1ccccc1Cl)Nc1nccs1,19%,-1.2%,2%,60,10%,i,-4%,-4%,0.2,4%,0.5
CC1CCCCN1C(=O)CCC(=O)Nc1nnc(C(F)(F)F)s1 (centres undefined),13%,0.8%,2%,74,6%,i,-7%,2%,-0.5,5%,0.0
COC(=O)c1c(C)nc(C)c(C(=O)OC)c1-c1ccc(OC)cc1,5%,1.7%,2%,49,-5%,i,-1%,-6%,-0.9,5%,0.0
COc1ccccc1C(=O)NCCCNC(=O)c1cnccn1,15%,-0.9%,-3%,49,2%,i,-3%,4%,0.0,5%,5.1
COC(=O)c1ccc(NC(=S)N2CCN(Cc3ccccc3Cl)CC2)cc1,-8%,1.1%,-7%,38,0%,i,3%,2%,1.9,-2%,1.2
CCN1CCCC(NC(=O)c2scc3c2CCCC3)C1 (centres undefined),6%,-1.5%,-6%,92,10%,i,2%,3%,0.5,4%,0.2
CCCCN1C(=O)C(=O)N(CC(=O)c2ccc[nH]2)C1=O,nt,nt,nt,28,nt,i,2%,nt,0.2,8%,0.7
COCCn1c(SCC(=O)NCCc2ccccc2)nnc1-c1ccco1,-16%,3.1%,-3%,71,-3%,i,-8%,1%,-1.6,10%,1.7
CCOC(=O)c1cnc2ccc(F)cc2c1Nc1ccc2c(c1)OCCO2,-7%,-1.2%,4%,56,6%,i,2%,-7%,7.9,-5%,0.8
O=C(COC(=O)C1COc2ccccc2O1)Nc1cccc(S(=O)(=O)N2CCCCC2)c1 (centres undefined),-7%,0.7%,0%,60,13%,i,-6%,5%,-0.9,-1%,0.1
COc1ccccc1NC(=O)N(Cc1ccco1)Cc1cc2ccc(C)c(C)c2[nH]c1=O,3%,2.6%,2%,35,-11%,?,0%,7%,2.3,12%,nt
COc1ccc(NC(=S)N(Cc2cccnc2)Cc2cc3cc(OC)c(OC)cc3[nH]c2=O)cc1,2%,-1.6%,-10%,41,0%,i,-12%,-3%,7.3,5%,0.2
Cc1cccn2c(=O)c(/C=N/O)c(NCc3ccccc3)nc12,11%,-0.5%,-9%,38,-8%,i,-7%,5%,4.7,-5%,0.4

# Random excerpt: 2 records from the list
mol,GPR35 antagonists,HIV fusion peptide,LYP inhibition,NTR1 agonist cell count 20 µM,GPR55 LPI antagonism,Myeloid diff 2,PhoP inhibition,SIAH1 antagonists,NTR1 agonist,MgcRacGAP inhibition,Myeloid diff 2 GFP+ MAC1+ %
CC1CCCCN1C(=O)CCC(=O)Nc1nnc(C(F)(F)F)s1 (centres undefined),13%,0.8%,2%,74,6%,i,-7%,2%,-0.5,5%,0.0
Cc1nc(C)c(C(=O)Nc2ccc(C)c(F)c2)o1,-7%,2.7%,-6%,65,-1%,i,-5%,-3%,-0.4,3%,0.7

# Screening results from PubChem.
